Cneo AK release – Cryptococcus neoformans lysis via adenylate kinase release | hit rate 0.2% among 360,000 | AID 651654 | C. neoformans lysis, adenylate kinase release luminescence, 4 h; normalised: neutral wells 0, clomiphene wells 100 | lysis activity, % at 15 µM;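 active means mean lysis activity across replicates of at least 80%, whatever share of replicates individually reach that level; inactive means mean lysis activity below 80%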
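read-out = cell lysis signal | test system = log-phase Cryptococcus neoformans yeast cells | input = cells at 5 × 10^6 per mL | medium = fresh YPD growth medium | signal = luminescent adenylate kinase detection reagent | timing = 4 h at 37 °C static, read 1 h later | dosing = single dose | controls = Clomiphene as positive lysis control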
FN deposit inh – fibronectin deposition inhibition | hit rate 0.086% among 350,000 | AH1F fibroblasts, Alexa488-fibronectin deposition fluorescence, overnight | inhibition, % at 12.6 µM;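 active means mean inhibition across replicates of 30% or more, regardless of how many single replicates reach that level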;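 further: positive control wells lacked labelled fibronectin entirely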
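Material – AH1F fibroblast monolayer, labelled fibronectin deposition · Reagent – labelled fibronectin 24 nM · Timing – 1 h adhesion, overnight exposure · Measured by – fluorescence at 485 nm excitation, 525 nm emission · Read-out – inhibition of fibronectin deposition signal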
PglD DTNB – blocks C. jejuni PglD acetyltransferase activity | purified PglD enzyme, DTNB colorimetric CoA detection | inhibition, % at 12.5 µM | hit rate 0.098% among 360,000; in the data active means inhibition above about 16%, passing the limit was not always enough; further: strong numbers were not always called active
F508del corr – CFTR F508del correction in bronchial cells; hit rate 0.36% among 350,000; activity (quench increase), % at 7.58 µM; CFBE cells, YFP halide quenching; stimulated with forskolin plus potentiator P3; % fluorescence drop versus neutral controls;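 active means mean added fluorescence quench of at least 8% versus neutral control, with both replicates also reaching 8%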;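 further: cells transiently co-express mutant CFTR-F508del with the halide-sensitive YFP; corrector assay measuring rescue of mutant channel to the surface after 24 h compound exposure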
miR-122 sensor – blocks miR-122 activity in Huh7 sensor cells. hit rate 0.3% among 340,000. AID 602342. Huh7 miR-122 Renilla luciferase sensor, 48 h; neutral wells = 0, positive control = 100. activation (reporter increase), % at 12.5 µM;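 active means mean replicate activation score at least 90 and every replicate individually at or above 90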;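 further: higher luciferase means less miR-122 activity so hits act as miR-122 inhibitors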
Statin myotox sup – protects C2C12 myotubes from simvastatin toxicity. ATP luminescence, 48 h; scaled: DMSO 0, geranylgeraniol control 100. rescue of ATP level, % at 7.49 µM. hit rate 0.78% among 330,000;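 active means mean ATP rescue above about 67%, or every replicate alone reaching that limit, limit read from the data, passing the limit was not always enough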;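 further: myotubes were challenged with 10 µM simvastatin during compound exposure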
PGC1a acetyl inh – lowers PGC1a acetylation signal in U2OS cells; AlphaScreen anti-acetyl-lysine; with virally co-expressed GCN5 acetyltransferase; inhibition, % at 15.6 µM; hit rate 0.17% among 350,000; AID 651687;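 active means every replicate shows inhibition of at least 40%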;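 further: 0% = neutral control wells and 100% = positive control wells; some results beyond the cut were filed as inactive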
GSIS activator – primary screen for activators of insulin secretion dependent on glucose, INS-1E cells, GLuc reporter luminescence; INS-1E GLuc reporter insulin secretion, 2-3 h; activation, % at 16.6 µM; hit rate 0.61% among 370,000;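 active means lowest replicate activation of at least 40%, so every replicate reaches that level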;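 further: 0% = median of neutral control wells and 100% = median of IBMX positive control wells; some compounds called inactive have numbers as strong as hits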
The depositor's hits bear a star; & = joins results of further samples; [ ] = another dose, or the depositor's remark. Random draw from the library; any-hit rate near 2.1%.

Results for CCOc1ccc(NC(=O)COC(=O)c2c[nH]c3ccccc23)cc1 ?
Cneo AK release: 1; FN deposit inh: 0; PglD DTNB: -2; F508del corr: -3.2; miR-122 sensor: -5; Statin myotox sup: 8; GSIS activator: 7

Results for O=C(C[C@@H]1CC[C@H](NC(=O)c2ccncc2)[C@H](CO)O1)Nc1ccccc1 ?
Cneo AK release: -2; FN deposit inh: -1; PglD DTNB: 1; F508del corr: -1.4; Statin myotox sup: -3; PGC1a acetyl inh: 1; GSIS activator: 8

What do the screens show for `O=C(NNC(=O)C1CCCN(c2ncccn2)C1)c1ccncc1` (stereo not drawn)?
FN deposit inh: 2; miR-122 sensor: -2; Statin myotox sup: 1; PGC1a acetyl inh: -8; GSIS activator: 10

What do the screens show for `C[C@H](O)C#Cc1cnc2c(c1)C(=O)N([C@@H](C)CO)C[C@@H](C)[C@H](CN(C)Cc1ccccn1)O2`?
Cneo AK release: -1; PglD DTNB: -1; F508del corr: 0.9; miR-122 sensor: 3[16.7 µM]; Statin myotox sup: 4; PGC1a acetyl inh: 1; GSIS activator: 10

Results for COc1ccc(OCCOc2ccc(/C=C3\C(=N)N4N=C(C)SC4=NC3=O)cc2)cc1 ?
Cneo AK release: 0; FN deposit inh: 3; PglD DTNB: 7; F508del corr: -2.7; miR-122 sensor: 4; Statin myotox sup: -3; PGC1a acetyl inh: 1; GSIS activator: -44

How did Nc1ccc(C#Cc2ccc3c(=O)c4ccccc4oc3c2)cc1 do in these assays?
Cneo AK release: 0; FN deposit inh: -20; PglD DTNB: 1; F508del corr: 1.6; miR-122 sensor: 5; Statin myotox sup: 9; PGC1a acetyl inh: -3

How did CCCCOC(=O)N1CCOCCOCCN(C(=O)OCCCC)CCOCCOCC1 do in these assays?
Cneo AK release: -2; PglD DTNB: -3; miR-122 sensor: -4; Statin myotox sup: -2; PGC1a acetyl inh: -18; GSIS activator: 2

What do the screens show for `C/C=C/c1ccc2c(c1)O[C@H](CN(C)Cc1ccccc1F)[C@H](C)CN([C@@H](C)CO)S2(=O)=O`?
Cneo AK release: 6; PglD DTNB: -2; F508del corr: 1.5; miR-122 sensor: 8[16.7 µM]; PGC1a acetyl inh: -7; GSIS activator: -18

How did Cc1ccc(-c2ccc(CN3C(CC(C)C)C(=O)N(Cc4cn(CCC5OCCCO5)nn4)CCS3(=O)=O)cc2)cc1 (stereo not drawn) do in these assays?
Cneo AK release: 1; FN deposit inh: -3; PglD DTNB: -3; F508del corr: -2.8; miR-122 sensor: -14; Statin myotox sup: -12; PGC1a acetyl inh: -12; GSIS activator: 0

Results for CCN(CC)c1ccc(CNC(=O)C/C(C)=N/NC(=O)COc2ccc(C)cc2Br)cc1 ?
Cneo AK release: 0; FN deposit inh: 1; PglD DTNB: 1; F508del corr: -0.2; Statin myotox sup: -3; GSIS activator: 1

What do the screens show for `Cc1cnc(NC(=O)CCNC(=O)c2ccccc2Cl)s1`?
Cneo AK release: -3; FN deposit inh: -7; PglD DTNB: -4; F508del corr: 0.2; miR-122 sensor: 45; Statin myotox sup: 6; PGC1a acetyl inh: 6; GSIS activator: 3

How did CCOC(=O)C1(CC2CCCCO2)CCN(C(=O)Nc2ccccc2SC)CC1 (stereo not drawn) do in these assays?
FN deposit inh: -4; F508del corr: 0.5; miR-122 sensor: -10; Statin myotox sup: 5; PGC1a acetyl inh: -12; GSIS activator: -2

As a short view, 4 of the compounds above:
What do the screens show for `C/C=C/c1ccc2c(c1)O[C@H](CN(C)Cc1ccccc1F)[C@H](C)CN([C@@H](C)CO)S2(=O)=O`?
Cneo AK release: 6; PglD DTNB: -2; F508del corr: 1.5; miR-122 sensor: 8[16.7 µM]; PGC1a acetyl inh: -7; GSIS activator: -18

How did Cc1ccc(-c2ccc(CN3C(CC(C)C)C(=O)N(Cc4cn(CCC5OCCCO5)nn4)CCS3(=O)=O)cc2)cc1 (stereo not drawn) do in these assays?
Cneo AK release: 1; FN deposit inh: -3; PglD DTNB: -3; F508del corr: -2.8; miR-122 sensor: -14; Statin myotox sup: -12; PGC1a acetyl inh: -12; GSIS activator: 0

Results for CCN(CC)c1ccc(CNC(=O)C/C(C)=N/NC(=O)COc2ccc(C)cc2Br)cc1 ?
Cneo AK release: 0; FN deposit inh: 1; PglD DTNB: 1; F508del corr: -0.2; Statin myotox sup: -3; GSIS activator: 1

What do the screens show for `Cc1cnc(NC(=O)CCNC(=O)c2ccccc2Cl)s1`?
Cneo AK release: -3; FN deposit inh: -7; PglD DTNB: -4; F508del corr: 0.2; miR-122 sensor: 45; Statin myotox sup: 6; PGC1a acetyl inh: 6; GSIS activator: 3

Other entries
What do the screens show for `O=C(NC1CC1)C1CC(=O)N(C2CCCCC2)C1` (stereo not drawn)?
Cneo AK release: -3; PglD DTNB: -5; F508del corr: -0.7; miR-122 sensor: 1; Statin myotox sup: 26; PGC1a acetyl inh: 2; GSIS activator: 4

Results for Cc1ccccc1N=CC=C1OC(C)(C)C(C)(C)O1 ?
Cneo AK release: 2; FN deposit inh: -3; PglD DTNB: -1; F508del corr: -0.4; miR-122 sensor: -3; GSIS activator: -6

How did Cc1cc(=O)oc2cc(O[C@@H]3O[C@H](CO)[C@@H](O)[C@H](O)[C@H]3O)ccc12 do in these assays?
Cneo AK release: -4; FN deposit inh: 7; PglD DTNB: -2; F508del corr: 0.4; miR-122 sensor: -1; Statin myotox sup: 3; PGC1a acetyl inh: 1; GSIS activator: 9

What do the screens show for `C/C=C/c1cnc2c(c1)C(=O)N([C@@H](C)CO)C[C@@H](C)[C@@H](CN(C)Cc1ccccc1F)O2`?
Cneo AK release: 0; PglD DTNB: 4; F508del corr: -3.4; Statin myotox sup: -13; PGC1a acetyl inh: 6; GSIS activator: 7

Results for Cc1ccc(S(=O)(=O)/N=C(\N)Nc2nc(C)c3cc(C)c(C)cc3n2)cc1 ?
Cneo AK release: 10; FN deposit inh: -4; PglD DTNB: 5; miR-122 sensor: 46; Statin myotox sup: 12; PGC1a acetyl inh: 0; GSIS activator: -28

How did COc1ccccc1CCN=C(N)NS(=O)(=O)c1ccc(C)c(C)c1 do in these assays?
Cneo AK release: 6; PglD DTNB: 4; F508del corr: 0.6; miR-122 sensor: 10; Statin myotox sup: -6; PGC1a acetyl inh: -2; GSIS activator: 34

What do the screens show for `Cn1cccc1Cc1nnc(SCC(=O)Nc2ccc3c(c2)OCO3)n1-c1ccc(F)cc1`?
Cneo AK release: -2; FN deposit inh: -3; PglD DTNB: 8; F508del corr: -0.9; miR-122 sensor: -2; Statin myotox sup: -1; PGC1a acetyl inh: 3; GSIS activator: -4

How did O=C(Nc1ccc(C(=O)N2CCCC2)cc1)c1ccccc1[N+](=O)[O-] do in these assays?
FN deposit inh: -12; F508del corr: -2.2; PGC1a acetyl inh: 1; GSIS activator: 0

What do the screens show for `NC(=O)c1cnc(Cc2c[nH]c3ccccc23)c(I)c1`?
Cneo AK release: -1; FN deposit inh: 1; PglD DTNB: 12; F508del corr: -0.3; miR-122 sensor: 6; Statin myotox sup: -2; GSIS activator: -13

Results for OCC1(O)OC[C@@H](O)[C@H]1O (stereo partly drawn) ?
Cneo AK release: 5; PglD DTNB: -3; F508del corr: -0.3; miR-122 sensor: -2; Statin myotox sup: 3; PGC1a acetyl inh: 4; GSIS activator: -4

What do the screens show for `C[C@H]1CN([C@@H](C)CO)S(=O)(=O)c2ccc(C#CC3CC3)cc2O[C@@H]1CN(C)C(=O)Cc1ccncc1`?
Cneo AK release: -1; FN deposit inh: -18; PglD DTNB: 2; F508del corr: 0.0; miR-122 sensor: 9[16.7 µM]; Statin myotox sup: -9; PGC1a acetyl inh: -14; GSIS activator: 21

How did CC1CN(C(=O)Nc2ccc(F)cc2)C2(CCCCCC2)O1 (stereo not drawn) do in these assays?
FN deposit inh: -13; F508del corr: -5.6; miR-122 sensor: 8; Statin myotox sup: 0; PGC1a acetyl inh: 2; GSIS activator: 1

What do the screens show for `CCCCOC(=O)CSc1nc2c(cc1C#N)C(=O)CC(C)(C)C2`?
Cneo AK release: 1; FN deposit inh: -3; PglD DTNB: -1; miR-122 sensor: -14; Statin myotox sup: -14; PGC1a acetyl inh: -6

Results for CC(C)NC(=O)N(C)C[C@@H]1OCc2cnnn2CCCC(=O)N([C@H](C)CO)C[C@H]1C ?
Cneo AK release: -5&0&5; FN deposit inh: -2&-4; PglD DTNB: 0&23&-2; F508del corr: -1.5&0.8&-0.8; miR-122 sensor: -1; Statin myotox sup: -3&-15&-9; PGC1a acetyl inh: -6&-1&5; GSIS activator: 0&6

What do the screens show for `CONC(=O)C1CCN(C(=O)OCc2ccccc2)CC1`?
Cneo AK release: 1; PglD DTNB: 6; miR-122 sensor: -5; Statin myotox sup: 24; PGC1a acetyl inh: 9; GSIS activator: -6

What do the screens show for `CC(Sc1nc2ncc(Cl)cc2[nH]1)C(=O)c1c(N)n(C)c(=O)n(C)c1=O` (stereo not drawn)?
Cneo AK release: 0; FN deposit inh: -4; PglD DTNB: 1; F508del corr: -4.6; miR-122 sensor: 0; Statin myotox sup: -24; PGC1a acetyl inh: 4; GSIS activator: 4

Results for COc1cc(/C=N/NC(=O)COc2ccc(C)cc2)ccc1OC(=O)c1cccs1 ?
Cneo AK release: -2; FN deposit inh: -4; PglD DTNB: 3; F508del corr: -3.3; miR-122 sensor: 4; PGC1a acetyl inh: 7; GSIS activator: -10

Results for CC(C)CC1C(=O)N(Cc2cn(CC3CCCCC3)nn2)CCS(=O)(=O)N1Cc1ccc(-c2ccc(Cl)cc2)cc1 (stereo not drawn) ?
Cneo AK release: -1; PglD DTNB: 3; F508del corr: 3.7; miR-122 sensor: -2; Statin myotox sup: 1; GSIS activator: -8

Results for Cc1noc(C)c1S(=O)(=O)Nc1ccc2c(c1)C(=O)N([C@@H](C)CO)C[C@H](C)[C@H](CN(C)C(=O)c1ccncc1)OCCCC[C@@H](C)O2 ?
Cneo AK release: 61; PglD DTNB: 2; F508del corr: 0.8; miR-122 sensor: 1[16.7 µM]; PGC1a acetyl inh: 3; GSIS activator: 3

How did Cc1ccc(S(=O)(=O)Nc2ccc3c(c2)CC(=O)N([C@@H](C)CO)C[C@H](C)[C@H](CN(C)CC2CCCCC2)O3)cc1 do in these assays?
Cneo AK release: 11; PglD DTNB: 0; F508del corr: 2.2; miR-122 sensor: -11[16.7 µM]; Statin myotox sup: -6; PGC1a acetyl inh: -5; GSIS activator: -15

How did Cc1cccc(C(=O)Nc2c(C(=O)N3CCN(C)CC3)cnn2-c2ccccc2)c1 do in these assays?
Cneo AK release: 6; PglD DTNB: -3; F508del corr: 1.1; miR-122 sensor: -2; Statin myotox sup: -5; GSIS activator: 16

What do the screens show for `C[C@H](CO)N1C[C@H](C)[C@@H](CN(C)C(=O)NC2CCCCC2)Oc2ccc(NS(C)(=O)=O)cc2C1=O`?
Cneo AK release: -1&2; FN deposit inh: 3; PglD DTNB: -4&-4; F508del corr: -0.6&-0.1; miR-122 sensor: 5[16.7 µM]; Statin myotox sup: 3&4; PGC1a acetyl inh: 5&0; GSIS activator: 0&0

How did CO[C@H]1CN(C)C(=O)c2cc(NC(C)=O)ccc2OC[C@@H](C)N(Cc2cccnc2)C[C@H]1C do in these assays?
Cneo AK release: 0; FN deposit inh: -6; PglD DTNB: 7; F508del corr: 1.1; miR-122 sensor: 18[16.7 µM]; Statin myotox sup: -14; PGC1a acetyl inh: 2; GSIS activator: 0

What do the screens show for `CCOC(=O)c1cc2sc(C)cc2n1CC(=O)N1CCc2ccccc21`?
Cneo AK release: 5; PglD DTNB: 1; miR-122 sensor: -1; Statin myotox sup: -14; PGC1a acetyl inh: -10

Assay outcomes (PubChem BioAssay)
